HepG2 viability – kills HepG2 cells in TGF-b inhibitor counter-screen. Potency, µM (top dose mostly 46.1 µM), for the others: at the highest dose activity change, negative = cytotoxicity, most hits filed as cytotoxic. AID 588856. HepG2 CAGA-GFP viability, ATP luminescence, 18 h. actives 0.76% (n = 410,000); also: potency is read from the fitted curve at half-maximal effect; some results filed as inactive show a strong effect at the top dose
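CellTiter-Glo luminescence gave cytotoxicity after 18 hours at 37 degrees C. The cells were HepG2 CAGA-GFP in 1% FBS DMEM, stimulated with 500 pg/mL TGF-beta after compound addition. %Activity was normalised to no-cell wells (complete cell-killing) and DMSO (no toxicity), and curves were fitted and classified.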
KB-3-1 cytotox – KB-3-1 parental cell cytotoxicity. KB-3-1 viability, CellTiter-Glo ATP luminescence, 72 h. Potency, µM (doses to about 46.1 µM), without a hit: at the highest dose activity change, negative = cytotoxic, hits mostly cytotoxic. actives 1.4% (n = 400,000). AID 1347075; also: potency is read from the fitted curve at half-maximal effect; % is scaled to controls: 0 for no effect and ±100 for the full control effect; nearly all actives have a fitted effect of over 60% in size
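Parental KB-3-1 viability, qHTS format: 72 h compound exposure, 37 °C; CellTiter-Glo; media-only wells and DMSO plates as controls; concentration-effect fits on corrected data.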
IL-1B inflam inh – inhibitors of inflammasome signaling (IL-1 beta secretion); activity change, % at 57.5 µM; THP-1 LPS/ATP IL-1B secretion, AlphaLISA, 16 h; active compounds read low; actives 4.7% (n = 360,000); in the data active = activity change below about -50%; inconclusive = mostly about -30% to -49%; also: % is scaled to controls: 0 for no effect and ±100 for the full control effect
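THP-1 cells pretreated 1 hr with compounds (up to 57.5 uM final), then stimulated with LPS (250 ng/mL final) plus ATP (1.25 mM final); secreted IL-1B measured by AlphaLISA after 16 hr, decreased signal indicating inhibition.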
SW480 rerep – inducers of DNA re-replication in SW480 colon cancer cells. SW480 DNA re-replication, Hoechst DNA content imaging, 48 h. Potency, µM (doses to about 46.1 µM), inactives show top-dose re-replication activation, usual class: activators. actives 1.8% (n = 340,000). AID 624297; also: potency is read from the fitted curve at half-maximal effect; % of control where 0% means no effect; nearly all actives have a fitted effect of over 55% in size
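Per well, 250 cells were exposed to pinned compound for 48 hr. Nuclear DNA was visualised with Hoechst (40 min, 37 C) and total object intensity recorded by fluorescence scanning.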
ATXN2 expr inh – ATXN2 expression inhibition; HEK-293 ATXN2-luciferase reporter, luminescence, 24 h; Potency, µM (top dose mostly 57 µM), inactives show top-dose activity change, negative = inhibition, most hits filed as inhibitors; actives 0.72% (n = 360,000); also: potency is read from the fitted curve at half-maximal effect; % is scaled to controls: 0 for no effect and ±100 for the full control effect; nearly all actives have a fitted effect of over 55% in size
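qHTS (up to 57 uM final) was run with 24 h compound exposure of reporter cells at 37 °C. Each well was multiplexed: SteadyGlo luminescence measured ATXN2-luciferase expression after a fluorogenic Gly-Phe-AFC viability readout (25 uM final).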
HT1080-NT tox – kills 2HG-producing HT-1080-NT fibrosarcoma cells. HT-1080-NT fibrosarcoma viability, CellTiter-Glo ATP luminescence, 48 h. Potency, µM (top dose mostly 46.1 µM), without a hit: at the top dose activity, negative = less viability, hits mostly cytotoxic. actives 1.6% (n = 360,000);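 also: NT is the 2HG producing partner of a matched IDH1 knockdown line; potency is read from the fitted curve at half-maximal effect; 0% = DMSO-treated cells and -100% = media-only wells without cells; nearly all actives have a fitted effect of over 55% in size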
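HT-1080-NT; 750 cells/well; 5% FBS RPMI; 48 h compound, 37 degrees C; CellTiter-Glo luminescence; curve fitting and curve-class assignment.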
MCF10A rerep – induces DNA re-replication in MCF 10a normal breast cells. AID 624296. MCF 10A DNA re-replication, Hoechst nuclear intensity, 48 h. Potency, µM (highest dose often 46.1 µM), without a hit: at the top dose activity, positive = re-replication, most hits filed as activators. actives 2.9% (n = 350,000); also: potency is read from the fitted curve at half-maximal effect; % of control where 0% means no effect; nearly all actives have a fitted effect of over 50% in size
ATXN viability – viability counter-screen for ATXN expression inhibitors; AID 651635; Potency, µM (doses to about 56.7 µM), most hits filed as cytotoxic; S2 cells (HEK-293 line with an ATXN2-luciferase reporter) viability, CellTiter-Fluor protease fluorescence, 24 h; actives 0.49% (n = 400,000); also: potency is read from the fitted curve at half-maximal effect; nearly all actives have a fitted effect of over 40% in size
HT1080 IDH1KD tx – kills HT-1080 cells with IDH1 knockdown | HT-1080 IDH1 knockdown viability, ATP luminescence, 48 h | Potency, µM (doses to about 46.1 µM), for the others: at the top dose activity, negative = toxicity, hits mostly cytotoxic | actives 2% (n = 360,000);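 also: potency is read from the fitted curve at half-maximal effect; 0% = DMSO wells and -100% = cell-free medium wells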
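In this qHTS, HT-1080 cells depleted of IDH1 are exposed for 48 h at 37 °C to compound titrations. Toxicity is scored from CellTiter-Glo luminescence, with DMSO as full viability and medium alone as none.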
The depositor's hits bear a star; i = inactive; ? = inconclusive; / = not tested or not shown; & = joins results of further samples; [ ] = remark or other dose. Unless noted, calls follow the shape of the dose curve; as a rule, active = well fitted curve in the direction sought with a large enough effect; inconclusive = small, poorly fitted or top-dose-only effect, or another doubt; inactive = no such curve, though single readings can be large; an effect the other way counts as inactive or inconclusive.

SMILES	HepG2 viability	KB-3-1 cytotox	IL-1B inflam inh	SW480 rerep	ATXN2 expr inh	HT1080-NT tox	MCF10A rerep	ATXN viability	HT1080 IDH1KD tx
O=C(CCC1COc2ccccc2O1)NCc1ccco1 (configuration not stated)	0%	2%	-11	?	9%	3%	18%	i	-2%[9.24 µM]
CCn1cc(C(=O)OCC(=O)Nc2cccc(Cl)c2Cl)c(=O)c2ccc(C)nc21	-11%	-5%	35	-6%	4%	5%	-1%	i	1%
CCOc1ccc(C(=O)NCCNC(=O)c2ccc(OCC)cc2)cc1	-6%	6%	9	0%	2%	21%	11%	i	9%
Cc1ccc(-c2cc(C(=O)NC3CCN(Cc4ccccc4)CC3)c3ccccc3n2)cc1	6%	14%	-4	-2%	11%	0%	11%	i	20%
CC(=O)NC(=O)COC(=O)c1ccc2ncsc2c1	4%	-1%	1	-31%[inhibitor]	-20%	5%	?	i	11%
CCCn1c(CN2CCN(C(=O)OCC)CC2)nc2c1c(=O)n(C)c(=O)n2C	-3%	13%	40	-15%	1%	12%	-1%	i	2%
CC(=O)Nc1ccc(NC(=O)CC2CCCC2)cc1	-22%	-4%	6	-10%	14%	-1%	4%	/	-1%
CCCCCCNC(=O)c1cn(CC)c2cc(N3CCN(C)CC3)c(F)cc2c1=O	13µM*	-11%	-55*	?	?	16µM*	?	?	?
O=C(NCc1ccco1)c1cc(S(=O)(=O)N2CCOCC2)c(Cl)cc1Cl	-36%	-15%	3	-6%	-16%	2%	6%	i	2%
CC(C)(c1ccccc1)c1ccc(OCCCNCCO)cc1	-93%	?	?	-14%	-32%	?	?	?	18µM*
Cc1ccc(C(=O)C[n+]2ccc3ccccc3c2)cc1	-9%	-6%	20	-14%	18%	-3%	-1%	i	-11%
O=C(/C=C/Nc1ccccc1C(=O)O)c1cccs1	0%	-2%	0	-20%	34%[activator]	4%	-59%[inhibitor]	i	8%
Fc1cc2[nH]c(=S)[nH]c2c(Br)c1N1CCSCC1	0%	2.1µM*	-5	12%	1%	-29%	9%	i	?
Cc1cc(C)cc(N(C(=O)c2sc(C)nc2C)C(C(=O)NCc2ccco2)c2ccccc2)c1 (configuration not stated)	7%	11%	8	-3%	1%	0%	5%	i	-3%
O=C(Nc1ccc(Cl)cc1)[C@@H]1[C@@H]2C(=O)N(c3ccc(Cl)cc3)C(=O)[C@@H]2[C@H]2C=CC=NN21	-7%	9%	11	6%	0%	-15%	?	i	-16%
Cc1ccccc1OCC(=O)NNC(=O)Nc1ccc(Cl)cc1	-18%	4.1µM*	59	?	-17%	6.5µM*	3.7µM*	?	4.6µM*
COC(=O)CSc1nnc(CNc2ccc(OC)cc2)n1C	3%	-2%	-26	2%	15%	7%	-3%	i	-4%
Cn1c(=O)c(=O)n(C)c2cc(S(=O)(=O)N3CCN(c4cccc(C(F)(F)F)c4)CC3)ccc21	0%	17%	11	-1%	-27%	-1%	9%	i	-1%
CCN(CC)S(=O)(=O)c1ccc(NC(=O)CO/N=C(\N)c2ccccc2)cc1	-16%	8%	-8	3%	4%	5%	-1%	i	6%
CCc1ccc(CN(C)CC(=O)Nc2ccc3c(c2)CCC3)cc1	-14%	-4%	19	22%	-23%	-5%	?	i	0%
COC(=O)c1ccccc1NC(=S)N1CCOCC1	-27%	3%	21	-13%	/	4%	-2%	i	-1%
CN1C=CC2=C(C#N)C(N)C(C#N)(C#N)[C@H](c3ccccc3)[C@H]2C1 (some centres not stated)	-2%	-23%	-4	-3%	-7%	-1%	5%	i	8%
O=C(Cc1nnc(NC(=O)Nc2ccc(F)cc2)s1)NCc1ccccc1	15%	2%	7	2%	-24%	-2%	3%	i	-4%
COC(=O)C(CCSC)NC(=O)c1c(C)oc2ncn(CC(C)C)c(=O)c12 (configuration not stated)	3%	3%	/	/	-3%	/	/	i	/
CCCn1c(CNc2ccccc2O)nc2ccccc21	-29%	-2%	0	?	-4%	0%	?	?	-18%
CCOC(=O)c1c(C)[nH]c(C)c1C(=O)COC(=O)/C=C/c1ccco1	5%	27%	9	-4%	-1%	-12%	-4%	i	3%
COc1ccc(C(=O)NCC(c2cccs2)S(=O)(=O)c2ccc(F)c(C)c2)cc1 (configuration not stated)	-21%	-11%	/	/	11%	/	/	i	/
Cc1nn(C/C(C#N)=N\O)c(C)[n+]1N	-21%	0%	-8	6%	3%	-1%	5%	i	-4%
S=C(NC1CCCC1)NN1CCOCC1	1%	8%	-13	-4%	-12%	1%	-3%	i	1%
CC1(C)CC(=O)C/C(=N\NC(=O)C2C3CCCCC32)C1 (configuration not stated)	-60%	0%	11	-50%[inhibitor]	4%	3%	0%	i	9%
O=C(O)/C=C/C(=O)NNC(=O)c1ccc(Cl)cc1Cl	-1%	11%	5	-3%	-7%	8%	4%	i	-8%
COc1ccc(CC(=O)Nc2ccc(C(=O)NC(C)(C)C)cc2)cc1OC	-6%	14%	15	-24%	-5%	10%	-2%	i	21%
COc1ccccc1C(C)NC(=O)CN(C)CC(=O)Nc1c(C)cccc1C (configuration not stated)	-10%	3%	0	1%	-8%	1%	-2%	i	-2%
CCN(CC)S(=O)(=O)c1cc(NC(=O)C2CSC3(C)CCC(=O)N23)ccc1C (configuration not stated)	1%	19%	15	-6%	-5%	5%	-4%	i	7%
CC(C)(C)NC(=O)CSc1ncnc2c1cnn2-c1ccccc1	-38%	-35%	-11	?	/	-3%	1%	i	-16%
CC1NC(C)(C)Cc2c1ccc1ccccc21 (configuration not stated)	-1%	-1%	-23	-3%	-21%	-15%	2%	i	-29%
Cc1ccc(CNc2nc(N)c([N+](=O)[O-])c(Nc3cccc(F)c3)n2)cc1	-18%	-6%	0	-12%	/	8%	4%	/	0%
CCC1CN(S(=O)(=O)c2ccc3c(c2)NC(=O)CC(=O)N3)c2cc(Cl)ccc2O1 (configuration not stated)	-30%&-8%	?	55	14%	-19%	-19%	-3%	i	-19%
OCCNCc1ccc(OC2CCCC2)cc1	-30%	0%	9	-2%	-17%	2%	0%	i	-16%
Cc1ccc(-c2nc(C3CCN(S(=O)(=O)c4ccc(C(F)(F)F)cc4)CC3)no2)cc1	4%	-2%	5	-1%	-7%	19%	2%	i	10%
Cc1ccc(C(=O)NCC(=O)NCC(=O)OCC(=O)c2ccc([N+](=O)[O-])cc2)cc1	8%	3%	-19	-7%	1%	3%	5%	i	-2%
O=C1CSc2ccccc2N1Cc1ccccc1F	-11%	1%	40	-5%	0%	11%	2%	i	7%
Cc1[nH]c2ccc(Br)cc2c(=S)c1C/C=C/Cl	-17%	-13%	19	10%	?	-4%	4%	i	-16%
O=C1NC(c2cccc(Cl)c2)Nc2ccccc21 (configuration not stated)	-1%	?	0	?	15%	12µM*	?	i	?
COc1ccc(N=CC2=C(O)c3ccccc3C2=O)c(OC)c1	13%	0%	-13	3%	?	?	3%	i	-30%
C/C(=N\NC(=O)COc1ccccc1)c1cccs1	-37%	19%	5	0%	52%[activator]	25%	0%	i	28%
CCOc1ncccc1C(=O)Nc1cccc(Cl)c1Cl	-5%	-23%	-24	2%	-10%	-1%	0%	i	17%
Cc1cc(C)cc(-n2c(SCC(=O)Nc3nnc(C)s3)nc3c([nH]c4ccccc43)c2=O)c1	-1%	3%	/	/	13%	/	/	i	/
COCCCNC(=O)CNC(=S)N(Cc1cc(OC)c(OC)c(OC)c1)C1CCCC1	18%	-2%	8	4%	7%	2%	-1%	i	1%
CCOC(=O)Cc1csc(NC(=O)CSc2nc3sc(C(=O)O)c(C)c3c(=O)[nH]2)n1	0%	5%	0	-6%	-4%	5%	2%	?	2%
O=C(COC(=O)c1cncc(Br)c1)NC1CC1	-8%	-2%	19	1%	-2%	1%	-1%	i	0%
CCN1C(=NCc2ccco2)N[C@@H](c2cccc(F)c2)C(C(=O)OC)=C1C	1%	-1%	-27	-12%	-9%	-1%	-6%	i	-5%
O=C(Cc1ccccc1F)Nc1ccc(Cl)nc1	0%	0%	9	-5%	13%	-3%	5%	i	3%
COc1ccc(/C=C/C(=O)OCC(=O)NC2CC2)c(OC)c1	4%	10%	-19	-7%	1%	11%	5%	i	7%
O=C(Nc1nnc(Cc2ccccc2F)s1)Nc1ccccc1F	2%	8%	23	?	-15%	-10%	1%	i	-23%
COc1cc(C2CC(=O)N(CC(=O)NCc3ccco3)c3ccccc3S2)cc(OC)c1OC (configuration not stated)	-29%	-2%	11	-6%	-4%	0%	20%	i	-2%
Cc1ccc(CNC(=O)CCc2c(C)c3cc4c(C)coc4cc3oc2=O)cc1	-27%	-8%	/	/	5%	/	/	i	/
COc1ccc(NC(=O)/C(=C/c2ccc3c(c2)OCO3)NC(C)=O)cc1	4%	0%	15	-14%	13%	12%	2%	i	11%
N#CCCn1cc(C=O)c(-c2cccs2)n1	-4%	-6%	78	-10%	-2%	-1%	-7%	i	-16%
Nc1cc(C(F)(F)F)ccc1OCC1CCCO1 (configuration not stated)	-6%	5%	-1	1%	5%	11%	-9%	i	10%
CCOc1ccc(NC(=O)C[n+]2ccccc2)cc1	4%	4%	0	-41%[inhibitor]	-1%	3%	10%	i	1%

Ordered by SMILES length (falling): some entries from above
SMILES	HepG2 viability	KB-3-1 cytotox	IL-1B inflam inh	SW480 rerep	ATXN2 expr inh	HT1080-NT tox	MCF10A rerep	ATXN viability	HT1080 IDH1KD tx
COCCCNC(=O)CNC(=S)N(Cc1cc(OC)c(OC)c(OC)c1)C1CCCC1	18%	-2%	8	4%	7%	2%	-1%	i	1%
O=C(COC(=O)c1cncc(Br)c1)NC1CC1	-8%	-2%	19	1%	-2%	1%	-1%	i	0%
N#CCCn1cc(C=O)c(-c2cccs2)n1	-4%	-6%	78	-10%	-2%	-1%	-7%	i	-16%
